S100A4 inh HTS: inhibitors of S100A4-myosin IIA peptide binding, primary screen, biochemical, fluorescence polarization, TAMRA-MyoIIA peptide; 360,000 compounds, 0.14% hits; AID 652163, 2013; Protein S100-A4 (Homo sapiens), P26447; inhibition, % at 10.7 µM;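 active means mean inhibition of at least 70% across replicates, with every replicate also reaching that level; inconclusive means mean inhibition reaches 70% but some replicates fall short; inactive means mean inhibition below 70%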
Target sequence (P26447 whole entry, looked up): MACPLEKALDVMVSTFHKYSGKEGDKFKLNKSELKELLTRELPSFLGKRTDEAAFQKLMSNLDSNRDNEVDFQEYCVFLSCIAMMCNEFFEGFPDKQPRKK
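Test system: S100A4 monomer protein. Medium: HEPES buffer with Ca2+, pH 7.2. Reagent: fluorescent myosin IIA peptide, 5 nM. Compound dosing: single-point compound testing. Timing: 5 min between mix addition and reading. Benchmarks: DMSO neutral and TFP positive wells.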
DENV2 CPE rescue: inhibitors of DENV2 cytopathic effect, primary screen, cell-based, plate reader, single concentration. DENV2-infected cells, cytopathic effect rescue. CPE inhibition, % at 9.99 µM. 350,000 compounds, 1.7% hits; in the data active means CPE inhibition above about 20%, passing the limit was not always enough; inconclusive means no clear call, values can overlap the other calls; tested in BHK-21 cells;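 further: 0% = median of neutral control wells and 100% = median of positive control wells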
SIRT5 block: SIRT5 desuccinylase inhibitors, primary screen, biochemical, fluorescence imaging, single point, set 5; AID 652115, 2013; Purified SirT5, succinyl-peptide AMC, trypsin-coupled fluorescence; NAD-dependent protein deacylase sirtuin-5, mitochondrial (Homo sapiens), Q9NXA8; inhibition, % at 15 µM; 330,000 compounds, 1.1% hits; in the data active means inhibition above about 15%; inconclusive means no clear call, values can overlap the other calls
Target sequence (Q9NXA8 whole entry, looked up): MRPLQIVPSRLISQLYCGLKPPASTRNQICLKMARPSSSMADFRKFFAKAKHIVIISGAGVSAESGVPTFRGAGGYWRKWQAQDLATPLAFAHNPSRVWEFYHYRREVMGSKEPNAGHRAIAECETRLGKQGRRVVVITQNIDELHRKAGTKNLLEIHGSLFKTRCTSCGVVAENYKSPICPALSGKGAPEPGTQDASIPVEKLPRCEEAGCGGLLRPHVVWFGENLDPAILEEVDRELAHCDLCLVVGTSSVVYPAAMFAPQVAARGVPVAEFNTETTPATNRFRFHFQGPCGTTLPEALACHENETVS
PglD DTNB: C. jejuni PglD acetyltransferase inhibitors, primary screen, biochemical, DTNB colorimetric, single point; AID 602405, 2012; 360,000 compounds, 0.098% hits; purified PglD enzyme, DTNB colorimetric CoA detection; UDP-N-acetylbacillosamine N-acetyltransferase PglD (Campylobacter jejuni); inhibition, % at 12.5 µM; in the data active means inhibition above about 16%, passing the limit was not always enough; inconclusive means no clear call, values can overlap the other calls; further: strong numbers were not always called active
E-selectin induc: E-selectin induction in HUVECs, primary screen, imaging, HUVEC, immunofluorescence imaging, single point; 260,000 compounds, 0.37% hits; normalized: neutral wells 0, TNF-alpha wells 100; activation, % at 7.58 µM;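 active means mean E-selectin-positive cell signal at least 10% of the positive control, reached in at least 60% of replicates, without over 20% cell loss; inconclusive means no rule given, readout overlaps actives, possibly toxicity-flagged; inactive means the rest, including those meeting only one limit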;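 further: in these data hits start at about 27%; measured in HUVEC primary endothelial cells; signal is the percent of cells scored E-selectin positive by PE staining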
Target sequence (P16581 whole entry, looked up): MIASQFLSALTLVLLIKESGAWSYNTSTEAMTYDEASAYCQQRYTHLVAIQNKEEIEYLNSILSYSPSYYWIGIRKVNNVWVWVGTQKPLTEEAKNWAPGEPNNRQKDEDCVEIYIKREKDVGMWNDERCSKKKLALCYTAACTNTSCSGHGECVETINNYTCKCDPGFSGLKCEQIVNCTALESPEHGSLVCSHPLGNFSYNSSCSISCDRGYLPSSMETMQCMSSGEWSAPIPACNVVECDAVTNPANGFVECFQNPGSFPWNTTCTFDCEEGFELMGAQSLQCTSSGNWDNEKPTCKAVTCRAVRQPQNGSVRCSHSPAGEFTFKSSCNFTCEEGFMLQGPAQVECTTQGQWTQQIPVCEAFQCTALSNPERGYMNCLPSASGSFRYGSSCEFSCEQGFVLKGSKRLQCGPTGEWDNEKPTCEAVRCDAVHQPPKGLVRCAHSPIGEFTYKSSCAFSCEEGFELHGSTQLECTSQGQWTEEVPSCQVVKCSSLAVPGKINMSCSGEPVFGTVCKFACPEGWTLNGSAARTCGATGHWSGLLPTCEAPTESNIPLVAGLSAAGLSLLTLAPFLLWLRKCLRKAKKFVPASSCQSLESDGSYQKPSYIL
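Material: HUVEC primary endothelial cells; Amount: 3,000 cells per well; Dosing: single concentration; Medium: EGM-2 growth medium on 0.1% gelatin-coated wells; Read-out basis: percent E-selectin-positive cells; Signal: immunofluorescence imaging; Control set: TNF-alpha, DMSO.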
C2C12 statin: suppressors of statin myotoxicity in C2C12 myotubes, primary screen, cell-based, single point, plate reader; C2C12 myotubes + simvastatin, ATP luminescence, 48 h; scaled: DMSO 0, geranylgeraniol control 100; rescue of ATP level, % at 7.49 µM; 330,000 compounds, 0.78% hits;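 active means mean ATP rescue above about 67%, or every replicate alone reaching that limit, limit read from the data, passing the limit was not always enough; inconclusive means no clear call, values can overlap the other calls; inactive means mean under the limit and some replicate under it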;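 further: myotubes were challenged with 10 µM simvastatin during compound exposure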
ERp5 inh: inhibitors of ERp5-driven insulin aggregation, primary screen, biochemical, turbidity, absorbance 650 nm, single point. 90 min. inhibition, % at 9.99 µM. 350,000 compounds, 0.05% hits. AID 651711, 2012;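 active means mean replicate inhibition above about 25%, with every replicate also reaching it, limit read from the data, passing the limit was not always enough; inconclusive means only one of those two criteria met; inactive means neither criterion met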
An asterisk follows results filed as active; ? = inconclusive; · = not tested or not shown; & = joins results of further samples. A portion of the library; rates above refer to the full screens.

The opening four records as a preview:
SMILES | S100A4 inh HTS | DENV2 CPE rescue | SIRT5 block | PglD DTNB | E-selectin induc | C2C12 statin | ERp5 inh
COc1ccccc1C(CCN(Cc1ccccc1)C(C)=O)c1ccco1 (stereo not given) | -6 | -10 | -1 | -3 | 10 | 10 | -5
O=C(N1CCOCC1)N1CCCC(c2nc(-c3cccs3)no2)C1 (stereo not given) | 12 | · | -1 | 0 | · | 25 | 0
COc1ccc(C#Cc2ccc([C@H]3[C@H](CO)N4CCCCN(C(=O)Nc5ccccc5F)C[C@@H]34)cc2)cc1 | 30 | -29 | 1 | -4 | -0.5 | 21 | -1
O=C(COC(=O)c1ccccc1[N+](=O)[O-])c1ccc2c(c1)OCO2 | 0 | 0 | 2 | 5 | 0.9 | 18 | -19

The listing, previewed entries included:
SMILES | S100A4 inh HTS | DENV2 CPE rescue | SIRT5 block | PglD DTNB | E-selectin induc | C2C12 statin | ERp5 inh
COc1ccccc1C(CCN(Cc1ccccc1)C(C)=O)c1ccco1 (stereo not given) | -6 | -10 | -1 | -3 | 10 | 10 | -5
O=C(N1CCOCC1)N1CCCC(c2nc(-c3cccs3)no2)C1 (stereo not given) | 12 | · | -1 | 0 | · | 25 | 0
COc1ccc(C#Cc2ccc([C@H]3[C@H](CO)N4CCCCN(C(=O)Nc5ccccc5F)C[C@@H]34)cc2)cc1 | 30 | -29 | 1 | -4 | -0.5 | 21 | -1
O=C(COC(=O)c1ccccc1[N+](=O)[O-])c1ccc2c(c1)OCO2 | 0 | 0 | 2 | 5 | 0.9 | 18 | -19
COC(=O)c1csc(S(=O)(=O)N2CCCCC2)c1OC | -12 | 1 | -1 | · | -0.2 | 6 | 0
Cc1cccc(C(=O)OCC(=O)c2ccc(CC(=O)N3CCOCC3)s2)c1C | -5 | 8 | 1 | 5 | -1.0 | -2 | -5
O=C(OCC(=O)N1CCN(S(=O)(=O)c2ccc(Cl)cc2)CC1)C1CC1 | -3 | -17 | -3 | 4 | -1.7 | 17 | -2
Cc1cc2c(cc(C(=O)N3CCC(C(=O)NC4CCCC4)CC3)n2Cc2c(F)cccc2Cl)o1 | 11 | -3 | 1 | -4 | 0.0 | -12 | -1
O=C(CCCCn1c(=O)c2ccccc2n(Cc2ccccc2F)c1=O)NC1CCN(Cc2ccccc2)CC1 | -2 | · | 0 | -2 | -0.4 | 25 | -1
Cc1nc(CC(=O)Nc2nccs2)cs1 | 0 | -2 | 0 | -2 | -0.1 | 3 | -4
O=C(CN1CCCCCC1)Nc1ccc(Br)cn1 | 1 | -5 | · | 6 | · | -1 | 1
CC(=O)Nc1ccc(S(=O)(=O)N(C)c2ccc(OCC(=O)OCC(=O)Nc3ccc(OC(F)F)cc3)cc2)cc1 | -6 | 3 | 1 | 1 | 0.0 | -10 | -1
Fc1ccc(-c2ccc(/C=N\n3cnnc3)o2)cc1Cl | 3 | -3 | 4 | · | · | · | 4
COc1ccc(S(=O)(=O)Nc2cccc3c2O[C@@H](CN(C)Cc2ccc(C(=O)Nc4ccccc4N)cc2)[C@H](C)CN([C@H](C)CO)C3=O)cc1 | 4 | 3 | -4 | · | -0.2 | · | 3
Cc1ccccc1-c1ocnc1C(=O)Nc1ccccc1NC(=O)c1ccccn1 | 0 | 9 | 1 | 0 | 0.4 | -9 | 3
COc1ccccc1OCC(=O)NCC1CCCN(C(=O)c2ccccc2SC)C1 (stereo not given) | 1 | -3 | -5 | 3 | · | -2 | -1
CC(C)NC(=O)Nc1ccc2c(c1)C(=O)N([C@@H](C)CO)C[C@H](C)[C@@H](CN(C)Cc1ccc(C(F)(F)F)cc1)OCCCC[C@@H](C)O2 | -35 | 11 | -2 | -5 | · | · | -1
C[C@@H]1CN([C@@H](C)CO)C(=O)c2cc(NC(=O)CCCN(C)C)ccc2O[C@@H]1CN(C)S(=O)(=O)c1ccc(Cl)cc1 | 7 | -12 | -2 | 2 | 1.0 | -20 | -2
O=C(C[C@H]1C=C[C@H](NC(=O)Nc2ccc(C(F)(F)F)cc2)[C@@H](CO)O1)NCc1ccccn1 | 21 | -4 | -1 | -1 | 0.2 | -7 | -1
CCCOc1ccc(C(F)(F)F)cc1NC(=O)CCc1c(C)noc1C | 56 | -7 | -2 | -5 | -2.2 | -3 | -5
COCC#Cc1ccc([C@@H]2[C@H](CO)N3CCCCN(Cc4cncnc4)C[C@@H]23)cc1 | -7 | 7 | -3 | -3 | -0.1 | · | 7
COc1ccccc1C(=O)Nc1nc(-c2ccc3c(c2)OCCO3)cs1 | -8 | -7 | -4 | -5 | 0.1 | -1 | 3
Cc1ccc(-c2csc(/C=C3/SC(C)C(=O)N3CC(=O)Nc3ccccc3F)n2)cc1 (stereo not given) | 0 | 3 | 0 | · | 0.1 | · | 6
CC1=C(C(=O)N2CCOCC2)CC(CC(=O)NCc2ccco2)C(=O)N1Cc1ccc(F)cc1 (stereo not given) | 1 | 2 | -1 | -4 | 9.0 | 4 | 3
FC(F)(F)c1ccc(-n2ccnc2)nc1 | 6 | · | -4 | -1 | · | 0 | -5

Later entries.
SMILES | S100A4 inh HTS | DENV2 CPE rescue | SIRT5 block | PglD DTNB | E-selectin induc | C2C12 statin | ERp5 inh
CCOC(=O)c1c(S(=O)(=O)N2CCCCC2C)c(C)n(C)c1C (stereo not given) | -1 | -3 | 0 | 4 | · | 1 | 2
O=C(Nc1ccccc1F)N1C[C@@H]2[C@H](c3ccccc31)[C@H](CO)N2C(=O)C1CCCC1 | 2 | -14 | 0 | -1 | -0.1 | 1 | 2
COc1ccc(-n2nnc3c(=O)n(CC(=O)N4CCC(C)CC4)cnc32)cc1 | -2 | 0 | -7 | 3 | 0.0 | -8 | -1
O=S(=O)(c1cccc(F)c1)N1[C@@H]2CNC[C@H]1C2c1ccc(-c2ccccc2)cc1 (stereo not given in full) | -16&-9 | -5&1 | 3&3 | · | 0.0&0.0 | · | ?
COc1ccccc1NS(=O)(=O)c1cccc(C(=O)NCC(c2ccccc2OC)N2CCCC2)c1 (stereo not given) | 1 | -4 | 15* | -1 | · | 25 | 3
COc1ccccc1CCC(=O)N(CCC1=CCCCC1)c1c(N)n(Cc2ccccc2)c(=O)[nH]c1=O | -2 | · | 1 | · | · | · | 1
CC1(C)CC(=O)C2=C(C1)OC(N)=C([N+](=O)[O-])C2c1ccc(F)cc1 (stereo not given) | -1 | 2 | 1 | 6 | · | · | 0
O=C(Nc1ccccc1F)c1csc(COCCO)n1 | -2 | -6 | 0 | 4 | 0.0 | -12 | 2
CO[C@H]1CN(C)C(=O)c2ccc(NS(=O)(=O)CC(F)(F)F)cc2OC[C@H](C)N(CC2CCCCC2)C[C@H]1C | -1 | -5 | -1 | 1 | -0.6 | -1 | 6
CCOCCCNC(=O)c1cc(-c2ccc(Br)s2)nc2ccccc12 | -4 | -2 | -2 | -2 | -0.2 | -11 | -3
COc1ccc(S(=O)(=O)N(C)C[C@@H]2Oc3ccc(NC(=O)Cc4ccccc4)cc3CC(=O)N([C@@H](C)CO)C[C@H]2C)cc1 | 4 | -4 | 3 | 0 | -0.1 | -5 | 0
COCCNC(=O)[C@H]1N2C(=O)c3ccccc3C2SC1(C)C (stereo not given in full) | -18 | -7 | -2 | -5 | · | -1 | -4
N#Cc1cnn2ccc(-c3cc(N4CCOCC4)ccc3[N+](=O)[O-])nc12 | -1 | -3 | 2 | · | · | · | -6
O=C(C[C@@H]1CC[C@H]2[C@@H](COC[C@H](O)CN2S(=O)(=O)c2ccc(Cl)cc2)O1)N[C@H]1CCN(Cc2ccccc2)C1 | -76 | -5 | -3 | 4 | 0.2 | 8 | 1
COC(=O)Nc1nn(-c2ccc(OC)cc2)c(=O)c(C#N)c1C | 5 | 3 | -1 | 4 | -0.1 | 10 | -5
CCN(C(=O)COC(=O)c1cccc(S(=O)(=O)NCc2ccccc2)c1)c1ccccc1 | -5 | 3 | -4 | 5 | · | -9 | 4
COc1ccccc1CN1[C@H](CO)[C@H]2c3ccccc3N(C(=O)C3CCCC3)C[C@H]21 | 1 | -1 | 0 | 13 | 0.2 | 15 | 4
COc1ccc(NC(=S)NCc2ccc(S(N)(=O)=O)cc2)cc1OC | -24 | 1 | 1 | -13 | · | -4 | 1
Cc1cc(NC(=O)COC(=O)c2nccnc2N)n(-c2ccccc2)n1 | 0 | 16 | -12 | -3 | · | -2 | 1
C#CCN1C[C@@]2(O)CC[C@@H](O)[C@@H](OC)[C@@H]2[C@@]1(C)[C@H](O)CC=C(C)C | -3 | -2 | -3 | · | -0.2 | · | 4
CC1(C)SC(=S)N(NC(=O)Nc2ccccc2)C1N(O)C(=O)Nc1cccc2ccccc12 (stereo not given) | -4 | 0 | -1 | · | 0.4 | · | 2
O=C(NCCC1=CCCCC1)c1cc(COc2c(F)cccc2F)on1 | 9 | 3 | -5 | · | · | -15 | -4
O=C(Nc1ccc(F)cc1)c1ccc2c(c1)S(=O)(=O)N=C1CCCCCN12 | -1 | -2 | -7 | -5 | · | -5 | 3
COc1ccccc1NC(=O)N1CCN(c2ccc3nncn3n2)CC1 | -1 | ? | -1 | · | -0.5 | -5 | 0
COc1ccccc1NC(=O)CN1C(=O)CC(C)S(=O)(=O)c2ccccc21 (stereo not given) | 2 | 6 | 0 | -11 | 0.9 | -10 | -4

(cont.)
SMILES | S100A4 inh HTS | DENV2 CPE rescue | SIRT5 block | PglD DTNB | E-selectin induc | C2C12 statin | ERp5 inh
CNCC(O)CN(c1ccccc1)c1ccccc1 (stereo not given) | 8 | 0 | -5 | · | -4.4 | · | 4
NC(N)=NCCCC(NC(=O)c1ccccc1)C(=O)Nc1ccc2ccccc2c1 (stereo not given) | -3 | ? | -1 | -6 | 0.5 | 7 | -1
C[C@@H]1CN([C@@H](C)CO)C(=O)c2cc(NS(=O)(=O)c3cn(C)cn3)ccc2O[C@@H](C)CCCCO[C@@H]1CN(C)C(=O)NC1CCCCC1 | 14 | ? | 1 | -3 | -0.1 | -15 | -7
CCOC(=O)c1ccc(NCc2nc3ccccc3[nH]2)cc1 | -4 | -9 | -2 | 2 | 0.3 | 14 | -6
O=c1oc(C2(O)CCCCC2)cc2ccccc12 | -11 | 1 | 0 | 4 | -0.1 | 1 | -22
CN(C)N1C(N)=C(C#N)C(c2ccsc2)C2=C1CC(C)(C)CC2=O (stereo not given) | 0 | -3 | -3 | -3 | · | 22 | -1
CCN(CC)C(=O)Cn1cc(SCC(=O)NCc2ccco2)c2ccccc21 | -3 | -6 | 2 | · | · | · | -8
CC(C)N(CCc1ccncc1)C(=O)Nc1ccc(F)cc1 | 4 | 0 | -2 | 3 | 1.0 | 0 | 11
O=C(c1ccc(NC2=NC3CS(=O)(=O)CC3S2)cc1)N1CCN(Cc2ccccc2)CC1 (stereo not given) | -5 | 1 | 4 | 3 | -0.3 | 0 | 0
Cc1ccc(S(=O)(=O)Nc2cccc3c2O[C@H](CN(C)Cc2ccncc2)[C@@H](C)CN([C@H](C)CO)C3=O)cc1 | 3 | -4 | -2 | 0 | -0.1 | -34 | 1
O=c1[nH]c(=S)[nH]c2c1CN(Cc1ccc(F)cc1)CC2 | 2 | 6 | 5 | -3 | · | -5 | 3
CCN(CC(=O)N1CCCC1)S(=O)(=O)c1ccc2ccccc2c1 | -2 | ? | -1 | -3 | -0.2 | 5 | -2
Cc1cc(=O)n2[nH]cc(-c3ccccc3)c2n1 | 1 | -2 | -7 | -157 | · | -7 | -1
Clc1ccc(-c2cccc3nccn23)c(Cl)c1 | -8 | 14 | · | -1 | 0.2 | 2 | -9
